# KB-V1 MDR tox = kills drug-selected multidrug resistant KB-V1 cells; Potency, µM (series often up to 46.1 µM), inactives show top-dose activity change, negative = cytotoxicity, hits mostly cytotoxic; AID 1347076; 400,000 compounds, 3.4% hits; KB-V1 MDR cells viability, CellTiter-Glo, 72 h; also: potency is read from the fitted curve at half-maximal effect; % is scaled to controls: 0 for no effect and ±100 for the full control effect; nearly all actives have a fitted effect of over 60% in size
#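 Readout: CellTiter-Glo luminescence, 10 min after addition. Cells: KB-V1 MDR subline, 72 h at 37 degrees C with compound. Analysis: corrected, normalized data fitted to concentration-effect curves.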
# MCF10A rerep = inducers of DNA re-replication in MCF 10A breast cells. AID 624296. 350,000 compounds, 2.9% hits. MCF 10A DNA re-replication, Hoechst nuclear intensity, 48 h. Potency, µM (doses to about 46.1 µM), without a hit: at the highest dose activity, positive = re-replication, most hits filed as activators; also: potency is read from the fitted curve at half-maximal effect; % of control where 0% means no effect; nearly all actives have a fitted effect of over 50% in size
# ATXN2 expr inh = inhibitors of ATXN2 expression; HEK-293 ATXN2-luciferase reporter, luminescence, 24 h; Potency, µM (doses to about 57 µM), without a hit: at the highest dose activity change, negative = inhibition, hits mostly inhibitors; 360,000 compounds, 0.72% hits; also: potency is read from the fitted curve at half-maximal effect; % is scaled to controls: 0 for no effect and ±100 for the full control effect; nearly all actives have a fitted effect of over 55% in size
#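 qHTS (up to 57 uM final) was run with 24 h compound exposure of reporter cells at 37 °C. Each well was multiplexed: SteadyGlo luminescence measured ATXN2-luciferase expression after a fluorogenic Gly-Phe-AFC viability readout (25 uM final).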
# HT1080 IDH1KD tx = kills HT-1080 cells with IDH1 knockdown; Potency, µM (top dose mostly 46.1 µM), for inactives: top-dose activity, negative = toxicity, usual class: cytotoxic; 360,000 compounds, 2% hits; HT-1080 IDH1 knockdown viability, ATP luminescence, 48 h;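 also: potency is read from the fitted curve at half-maximal effect; 0% = DMSO wells and -100% = cell-free medium wells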
#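 Using the IDH1-knockdown HT-1080 line run in the same batch and compound series as the NT line, viability after 48 h at 37 °C was determined by CellTiter-Glo luminescence and expressed as % activity.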
# KB-3-1 tox = KB-3-1 parental cell cytotoxicity; KB-3-1 viability, CellTiter-Glo ATP luminescence, 72 h; Potency, µM (series often up to 46.1 µM), for the others: at the highest dose activity change, negative = cytotoxic, actives largely listed as cytotoxic; 400,000 compounds, 1.4% hits; AID 1347075; also: potency is read from the fitted curve at half-maximal effect; % is scaled to controls: 0 for no effect and ±100 for the full control effect; nearly all actives have a fitted effect of over 60% in size
#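 KB-3-1 cells, DMEM (no phenol red) + 10% FBS; compound by pin transfer, 72 h, 37 °C. Readout: CellTiter-Glo luminescence after 10 min. Data normalized, curve-fitted.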
# SW480 rereplic = DNA re-replication induction in SW480 cells; SW480 DNA re-replication, Hoechst DNA content imaging, 48 h; Potency, µM (highest dose often 46.1 µM), for the others: top-dose re-replication activation, usual class: activators; 340,000 compounds, 1.8% hits; also: potency is read from the fitted curve at half-maximal effect; % of control where 0% means no effect; nearly all actives have a fitted effect of over 55% in size
#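 Readout is total intensity of Hoechst-stained nuclei, excited at 405 nm and collected at 500-530 nm. Compound treatment lasted 48 hr at 37 C in 5% CO2 before staining.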
# IL1B secr inh = inflammasome signaling inhibition, IL-1 beta readout. AID 743279. activity change, % at 57.5 µM. 360,000 compounds, 4.7% hits. THP-1 LPS/ATP IL-1B secretion, AlphaLISA, 16 h; hits give low values; in the data active = activity change below about -50%; inconclusive = mostly about -30% to -49%; also: % is scaled to controls: 0 for no effect and ±100 for the full control effect
#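 Secreted IL-1B measured by AlphaLISA bead assay after 16 h compound exposure of THP-1 cells; compounds (final up to 57.5 uM) added 1 h before LPS (250 ng/mL) and ATP (1.25 mM) stimulation; lower signal means less secretion.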
# WRN inhibitor = WRN helicase (human) inhibition; AID 651768; 360,000 compounds, 0.46% hits; Potency, µM (titrated, usually from 114 µM), inactives show at the top dose activity change, negative = inhibition, hits mostly inhibitors; WRN helicase unwinding, fluorescent forked duplex, kinetic; Q14191; also: potency is read from the fitted curve at half-maximal effect; % is scaled to controls: 0 for no effect and ±100 for the full control effect; nearly all actives have a fitted effect of over 55% in size
#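 Primary qHTS, 1536-well format. 20 nM WRN + compound, 15 min RT; start with 100 nM forked fluorophore/quencher duplex, 2 mM ATP (final); kinetic read ex 525/em 598 nm.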
# HT1080-NT tox = kills 2HG-producing HT-1080-NT fibrosarcoma cells | AID 686970 | Potency, µM (titrated, usually from 46.1 µM), for inactives: at the highest dose activity, negative = less viability, most hits filed as cytotoxic | 360,000 compounds, 1.6% hits | HT-1080-NT fibrosarcoma viability, CellTiter-Glo ATP luminescence, 48 h;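 also: NT is the 2HG producing partner of a matched IDH1 knockdown line; potency is read from the fitted curve at half-maximal effect; 0% = DMSO-treated cells and -100% = media-only wells without cells; nearly all actives have a fitted effect of over 55% in size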
#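 Toxicity toward the 2HG-producing NT line was scored as %Activity, normalised to DMSO and no-cell wells, from CellTiter-Glo luminescence after 48 hours' treatment.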
# * marks the source's active call; other numbers are inactive results; ? = inconclusive; / = no result given; [ ] = dose if it differs, or a comment. Unless noted, calls follow the shape of the dose curve; as a rule, active = well fitted curve in the direction sought with a large enough effect; inconclusive = small, poorly fitted or top-dose-only effect, or another doubt; inactive = no such curve, though single readings can be large; an effect the other way counts as inactive or inconclusive.
SMILES,KB-V1 MDR tox,MCF10A rerep,ATXN2 expr inh,HT1080 IDH1KD tx,KB-3-1 tox,SW480 rereplic,IL1B secr inh,WRN inhibitor,HT1080-NT tox
C/C(=N\NC(=S)NC(C)C)c1ccc(Cl)c([N+](=O)[O-])c1,0%,?,/,8%,6%,0%,-92*,-2%,7%
Cc1ccc(S(=O)(=O)N(C)c2ccc(OC(=O)c3ccc(=O)[nH]c3)cc2)cc1,6%,9%,/,-1%,-1%,-8%,-4,3%,-2%
CC(=O)c1cc(-c2ccc(F)cc2)n(CCC(=O)Nc2cccc(C)n2)c1C,0%,0%,-13%,1%,-7%,9%,4,-6%,-7%
CCc1ccccc1N1C(=O)C2CC(C)=C(C)CC2C1=O (stereo not drawn),1%,1%,3%,11%,5%,-1%,10,5%,13%
O=C(NC1CCCCCC1)c1ccc(S(=O)(=O)NCc2ccco2)cc1,21µM*,5%,4%,-1%,-4%,-3%,-4,0%,?
Cc1ncsc1C(=O)Nc1nc2c(s1)CCCC2,13µM*,5%,26%,?,16µM*,?,9,-19%,?
CC(C)CSc1nc2ccccc2n1CC(=O)O,0%,?,-12%,2%,-7%,0%,-13,-5%,-4%
N#Cc1ccccc1S(=O)(=O)N1CCN(c2ccc(S(=O)(=O)N3CCOCC3)cn2)CC1,-16%,19%,-10%,-4%,-4%,-2%,26,-14%,-6%
CCn1nc(C)cc1C(=O)n1nc(C)c(Sc2ncccn2)c1C,19%,2%,-16%,7%,2%,-4%[9.22 µM],18,-16%,13%
O=C(Cc1cccc(NC(=O)C2CCCN(C(=O)c3ccccc3)C2)c1)Nc1cccc(C(=O)N2CCCCC2)c1 (stereo not drawn),20%,?,7%,6%,-1%,-30%[9.22 µM],5,-3%,11%
COC(=O)C1CCN(C2CC(=O)N(c3cc(C)cc(C)c3)C2=O)CC1 (stereo not drawn),11%,-1%,-14%,-3%,-2%,5%,-10,2%,10%
O=C(Cc1ccc(-c2ccccc2)cc1)N1CCOCC1,-7%,2%,-2%,2%,5%,1%,-1,2%,11%
COc1ccc(NC(=S)N2CCc3ccccc32)cc1OC,-27%,-44%[inhibitor],6%,11%,-7%,-31%,-14,1%,-2%
CC1=C(C(=O)N2CCOCC2)CC(CC(=O)NCC2CCCCC2)C(=O)N1Cc1ccc(C(C)(C)C)cc1 (stereo not drawn),6%,/,-16%,?,0%,/,-53*,-9%,?
Cc1ccc(N(CC(=O)NC2CCCC2)C(=O)CNC(=O)c2cccs2)cc1F,?,12%,-14%,9%,-11%,-3%,0,-13%,14%

# Given with values under each structure: 2 of the compounds above.
# Sequence of screens: KB-V1 MDR tox	MCF10A rerep	ATXN2 expr inh	HT1080 IDH1KD tx	KB-3-1 tox	SW480 rereplic	IL1B secr inh	WRN inhibitor	HT1080-NT tox
- CC(C)CSc1nc2ccccc2n1CC(=O)O
 : 0%	?	-12%	2%	-7%	0%	-13	-5%	-4%
- N#Cc1ccccc1S(=O)(=O)N1CCN(c2ccc(S(=O)(=O)N3CCOCC3)cn2)CC1
 : -16%	19%	-10%	-4%	-4%	-2%	26	-14%	-6%

# Arranged by formula weight (low to high): some entries from above.
SMILES,KB-V1 MDR tox,MCF10A rerep,ATXN2 expr inh,HT1080 IDH1KD tx,KB-3-1 tox,SW480 rereplic,IL1B secr inh,WRN inhibitor,HT1080-NT tox
CC(C)CSc1nc2ccccc2n1CC(=O)O,0%,?,-12%,2%,-7%,0%,-13,-5%,-4%
CCc1ccccc1N1C(=O)C2CC(C)=C(C)CC2C1=O (stereo not drawn),1%,1%,3%,11%,5%,-1%,10,5%,13%
C/C(=N\NC(=S)NC(C)C)c1ccc(Cl)c([N+](=O)[O-])c1,0%,?,/,8%,6%,0%,-92*,-2%,7%
COC(=O)C1CCN(C2CC(=O)N(c3cc(C)cc(C)c3)C2=O)CC1 (stereo not drawn),11%,-1%,-14%,-3%,-2%,5%,-10,2%,10%
CC(=O)c1cc(-c2ccc(F)cc2)n(CCC(=O)Nc2cccc(C)n2)c1C,0%,0%,-13%,1%,-7%,9%,4,-6%,-7%
Cc1ccc(S(=O)(=O)N(C)c2ccc(OC(=O)c3ccc(=O)[nH]c3)cc2)cc1,6%,9%,/,-1%,-1%,-8%,-4,3%,-2%

# The list continues:
SMILES,KB-V1 MDR tox,MCF10A rerep,ATXN2 expr inh,HT1080 IDH1KD tx,KB-3-1 tox,SW480 rereplic,IL1B secr inh,WRN inhibitor,HT1080-NT tox
O=[N+]([O-])c1cccc(-c2ccc(SCc3ccccn3)nn2)c1,?,-4%,27%,-2%,?,-7%,?,-19%,?
CCCCC1=NN(C(=O)c2ccncc2)C(O)(C(F)(F)F)C1 (stereo not drawn),-9%,-4%,-24%,-3%,6%,-12%,12,-31%,-2%
O=C(Nc1nc2c(s1)CCCC2)c1cc2n(n1)C(C(F)(F)F)CC(C1CC1)N2 (stereo not drawn),2%,28%,33%,-17%,-16%,-1%,-60*,-3%,-2%
Cc1nn(Cc2ccc(Cl)cc2)c(Cl)c1/C=N/NC(=O)CNc1ccccc1F,3.3µM*,16µM*,0%,?,-12%,8%,-14,11%,-18%
CC(C)c1c(O)cc(-c2ccncc2)n(-c2ccc(Cl)cc2)c1=O,0%,?,-13%,-5%,0%,-3%,6,-21%,1%
CN(C(=O)COC(=O)c1cc(S(=O)(=O)N2CCOCC2)c(Cl)cc1Cl)C1CCS(=O)(=O)C1 (stereo not drawn),4%,-15%,?,3%,-4%,-18%,?,-1%,-3%
Cc1nc(SCC(=O)N2CCN(c3ccccc3)CC2)n[nH]1,5%,-6%,-10%,4%,1%,1%,-16,-8%,9%
Cc1ccc2oc(=O)c3cnn(CC(=O)NCCN(C)C)c3c2c1,0%,-5%,0%,4%,14%,-9%,-7,2%,7%
COc1ccc(C(=O)COC(=O)CCN2C(=O)[C@@H]3[C@H](C2=O)[C@@H]2C[C@H]3C(Br)C2Br)cc1 (stereo partly drawn),-2%,5%,1%,0%,-2%,58%,-3,1%,1%
O=C(Nc1cccc(-c2nc3ccccc3[nH]2)c1)c1ccccn1,-20%,?,-8%,-13%,0%,-7%,-17,7%,-4%
CC1CCCC(NC(=O)CCS(=O)(=O)c2ccc3c(c2)NC(=O)CS3)C1C (stereo not drawn),0%,11%,-8%,-6%,-5%,6%,0,4%,-13%
Cn1c(=O)oc2cc(S(=O)(=O)N3CCN(Cc4ccc5c(c4)OCO5)CC3)ccc21,?,11%,/,2%,-3%,-18%,0,-1%,-1%
CCCc1cc(=O)oc2c(C)c(OCC(=O)NCCCn3ccnc3)ccc12,-7%,12%,-1%,0%,1%,?,-14,-10%,0%
O=C(COC(=O)c1ccc(Cl)nc1)Nc1ncc(Cl)cc1Cl,5%,3%,43%[activator],5%,2%,-2%,19,-6%[11.6 µM],11%
Cc1ccccc1CN(c1ccc(C(=O)N/N=C/c2ccc(OCC(N)=O)cc2)cc1)S(C)(=O)=O,-3%,2%,-9%,-8%,17%,-18%,16,-7%,-13%
O=C(NCc1ccc(Cl)cc1)c1ccc2ccccc2n1,2%,-6%,53%[activator],-17%,1%,-3%,12,3%,-15%
CC1=C(C)CC(C(=O)Nc2nc(C)cs2)C(C(=O)O)C1 (stereo not drawn),19%,16%,/,5%,0%,2%,28,9%,12%
NC(=O)c1ccsc1NC(=O)COC(=O)Cc1ccc(F)cc1,-6%,/,/,-11%,-12%,/,25,1%,-2%
O/N=C/c1cc(Br)ccc1OCc1ccccc1F,0%,?,-6%,?,-7%,-1%,-63*,-5%,-18%
O=C(O)CNC(=O)c1ccc2c(c1)OCCO2,23%,-3%,-9%,2%,3%,-8%,5,7%,7%
CC(=O)c1ccc(N2CCN(C(=O)c3cccs3)CC2)c(F)c1,-5%,16%,/,4%,4%,-4%,-12,8%,4%
CCc1nc2ccc(C(=O)NC3CCN(Cc4ccccc4)CC3)cn2c1N(C)Cc1cccs1,-29%,/,-2%,?,-11%,/,-52*,-7%,?
CC(C)C[C@H](NC(=O)N1c2ccccc2NC(=O)[C@@H]1C(C)C)C(=O)N1CCC[C@@H]1C(=O)O,0%,-10%,2%,7%,0%,-3%,2,4%,-9%
O=C(OCCN=C1NS(=O)(=O)c2ccccc21)c1cccc([N+](=O)[O-])c1,?,-2%,11%,-2%,?,-14%,33,6%,-6%
COC(=O)N/N=C/c1sc(N2CCCCC2)nc1-c1cccs1,6%,5%,25%,-14%,-8%,-3%,-13,-3%,-17%
CCOC(=O)Cn1nc(C)c(NC(=O)COc2cccc(Cl)c2)c1C,?,0%,-22%,15%,18%,-19%,-6,-1%,1%
Cc1ccc(S(=O)(=O)N[C@H](C(=O)N2CCC(C(=O)N[C@@H](CCC(N)=O)C(=O)O)CC2)C(C)C)cc1,-11%,-1%,-7%,1%,0%,2%,-9,-13%,-2%
